# Screening data from PubChem BioAssay.
# Statin myotox sup: suppressors of simvastatin-induced myotoxicity in C2C12 myotubes | AID 602340 | rescue of ATP level, % at 7.49 µM | actives 0.78% (n = 330,000) | ATP luminescence, 48 h; scaled: DMSO 0, geranylgeraniol control 100;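 active = mean ATP rescue above about 67%, or every replicate alone reaching that limit, limit read from the data, passing the limit was not always enough; inconclusive = no clear call, values can overlap the other calls; inactive = mean under the limit and some replicate under it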;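 note: myotubes were challenged with 10 µM simvastatin during compound exposure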
# PGC1a acetyl inh: PGC1a acetylation modulation, inhibitor mode; AID 651687; U2OS PGC1a acetylation, AlphaScreen anti-acetyl-lysine; with virally co-expressed GCN5 acetyltransferase; actives 0.17% (n = 350,000); inhibition, % at 15.6 µM;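 active = every replicate shows inhibition of at least 40%; inconclusive = mean inhibition at least 40% but some replicate below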;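 note: 0% = neutral control wells and 100% = positive control wells; some results beyond the cut were filed as inactive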
# XiGFP reactiv: activators of X-chromosome reactivation in mouse fibroblasts; XiGFP mouse fibroblasts, % GFP-positive cells imaging, 3 d; cells co-treated with 5-aza-dC sensitizer; scaled so ellipticine positive control = 100%; activation, % at 7.58 µM; actives 0.055% (n = 360,000); AID 743238;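 active = mean normalized replicate activation at least 10% and every replicate at or above 10%; inconclusive = only one of the two criteria met; inactive = mean below 10% and not all replicates reach 10%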;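 note: 0% = median of on-plate neutral control wells and 100% = ellipticine 6 µM median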
#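 Material: SV40-immortalized XiGFP fibroblast cells, line 68-5-11 | Buffer or medium: DMEM containing 5-aza-dC | Dosing: One concentration, pinned | Times: 3 d treatment, 15 min room-temperature fixation | Controls: Ellipticine 6 µM positive control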
# LGR2 antag: Drosophila LGR2 receptor signaling inhibition. HEK293 LGR2, CRE-luciferase, bursicon-stimulated, 4 h. inhibition, % at 9.99 µM. actives 0.35% (n = 380,000). AID 720647;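 active = drop in luminescence signal, shown as inhibition above about 50% in the replicate tests, limit read from the data, passing the limit was not always enough; inconclusive = probably only some replicates passing the limit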;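 note: agonist challenge used bursicon conditioned medium at about half maximal strength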
# S100A4 MyoIIA: inhibitors of human S100A4 binding to myosin IIA peptide. P26447. S100A4/TAMRA-MyoIIA peptide fluorescence polarization. inhibition, % at 10.7 µM. actives 0.14% (n = 360,000). AID 652163;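 active = mean inhibition of at least 70% across replicates, with every replicate also reaching that level; inconclusive = mean inhibition reaches 70% but some replicates fall short; inactive = mean inhibition below 70%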
# Target sequence (P26447 whole entry, looked up): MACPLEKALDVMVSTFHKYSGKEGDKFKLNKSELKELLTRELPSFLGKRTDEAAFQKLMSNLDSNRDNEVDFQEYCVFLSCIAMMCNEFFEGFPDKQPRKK
#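 assay system = human S100A4 monomer with TAMRA-labelled myosin IIA peptide | also added = labelled myosin peptide probe, 5 nM | incubation = 5 min between mix addition and reading | control set = DMSO and TFP controls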
# Cneo AK release: Cryptococcus neoformans lysis via adenylate kinase release. C. neoformans lysis, adenylate kinase release luminescence, 4 h; normalised: neutral wells 0, clomiphene wells 100. lysis activity, % at 15 µM. actives 0.2% (n = 360,000). AID 651654;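 active = mean lysis activity across replicates of at least 80%, whatever share of replicates individually reach that level; inactive = mean lysis activity below 80%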
#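 read-out = cell lysis signal | test system = log-phase Cryptococcus neoformans yeast cells | input = cells at 5 × 10^6 per mL | medium = fresh YPD growth medium | signal = luminescent adenylate kinase detection reagent | timing = 4 h at 37 °C static, read 1 h later | dosing = single dose | controls = Clomiphene as positive lysis control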
# ERAP1 HTS inh: inhibitors of human ERAP1 aminopeptidase; Q9NZ08; recombinant ERAP1, Leu-AMC fluorescence, 60 min; inhibition, % at 10.7 µM; actives 0.15% (n = 340,000);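 active = mean replicate inhibition of at least 30%, or all replicates individually reaching that 30% level; inactive = mean below 30% and not every replicate reaching it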;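 note: 0% = neutral control wells and 100% = L-leucinethiol positive control wells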
# SIRT5 block: inhibitors of human sirtuin-5 desuccinylase | actives 1.1% (n = 330,000) | inhibition, % at 15 µM | AID 652115 | Q9NXA8 | Purified SirT5, succinyl-peptide AMC, trypsin-coupled fluorescence; in the data active = inhibition above about 15%; inconclusive = no clear call, values can overlap the other calls
# Target sequence (Q9NXA8 whole entry, looked up): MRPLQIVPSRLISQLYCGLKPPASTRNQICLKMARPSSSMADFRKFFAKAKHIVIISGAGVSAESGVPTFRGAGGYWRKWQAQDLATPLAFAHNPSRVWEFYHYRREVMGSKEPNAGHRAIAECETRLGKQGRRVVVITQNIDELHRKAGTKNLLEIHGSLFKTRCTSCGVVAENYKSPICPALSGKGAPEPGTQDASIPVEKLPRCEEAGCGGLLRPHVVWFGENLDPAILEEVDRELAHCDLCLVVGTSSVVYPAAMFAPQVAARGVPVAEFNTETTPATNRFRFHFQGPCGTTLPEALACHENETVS
# * marks the source's active call; other numbers are inactive results; ? = inconclusive; / = not tested or not shown.
SMILES,Statin myotox sup,PGC1a acetyl inh,XiGFP reactiv,LGR2 antag,S100A4 MyoIIA,Cneo AK release,ERAP1 HTS inh,SIRT5 block
CC(C)CC(CO)N1CCN(C(=O)c2cccc(C(F)(F)F)c2)CCC1=O (stereo unspecified),19,10,0.0,7,-1,0,-3,-4
O=S(=O)(NC1c2cccc3cccc(c23)C1N1CCNCC1)c1ccc(Cl)cc1 (stereo unspecified),/,-16,0.0,18,4,/,-3,-3
CN(CC(=O)N1CCN(Cc2ccccc2)CC1)S(=O)(=O)c1ccc(Br)cc1,12,-2,0.0,9,-4,-2,-1,-1
O=C(CC(c1ccco1)C1CCCCC1=O)c1ccccc1 (stereo unspecified),-7,2,/,7,/,-3,/,/
O=C(OCc1ccccc1)N1CCC2CC1c1ccc(/C=C/CCCCl)cc12 (stereo unspecified),-6,0,0.0,-41,-1,0,/,-6
COC(=O)c1cccc(NC(=O)CSc2nc(O)c(-c3ccccc3)c(=O)[nH]2)c1,5,/,0.1,-2,-1,/,/,/
O=C(C[C@H]1C[C@@H]2c3cc(NC(=O)C4CCOCC4)ccc3O[C@@H]2[C@@H](CO)O1)NCc1ccccc1F,-4,27,0.1,14,-1,1,0,0
CC(=O)c1c(C)[nH]c(C(=O)OCC(=O)N2CCCC2=O)c1C,4,-4,-0.1,3,-12,4,-1,-4
CN(C)c1cc(Cl)c2nonc2c1N,/,2,0.0,-3,-1,0,/,1
C[C@@H]1CN([C@H](C)CO)C(=O)Cc2cc(N(C)C)ccc2O[C@@H]1CN(C)Cc1ccc(Cl)c(Cl)c1,?,-46,0.1,6,-7,0,1,3
CCOc1ccc(NC(=O)CN(C)C(=O)C2COc3ccccc3O2)cc1OCC (stereo unspecified),4,11,0.2,0,3,/,-8,-3
COc1ccc(S(=O)(=O)N(C)C[C@H]2OCCCC[C@H](C)Oc3ccc(NC(=O)Nc4ccc(C(F)(F)F)cc4)cc3C(=O)N([C@H](C)CO)C[C@H]2C)cc1,-6,-3,0.0,-4,-3,-6,0,4
CO[C@H]1CN(C)C(=O)c2ccc(NC(C)=O)cc2OC[C@H](C)N(CCC(F)(F)F)C[C@@H]1C,/,7,0.3,3,-2,/,1,3
O=C(N[C@@H]1CC[C@H](CCn2cc(-c3ccccn3)nn2)O[C@H]1CO)c1ccc(F)cc1,2,-9,0.1,-2,-3,6,-6,2
C[C@H](CO)N1C[C@H](C)[C@H](CN(C)C(=O)Nc2ccc(C(F)(F)F)cc2)Oc2ncc(-c3ccc(C#N)cc3)cc2C1=O,-7,4,1.1,-7,-5,-2,2,8
CCC(=O)N(C)C[C@@H]1Oc2cc(C#CC3CCCC3)ccc2S(=O)(=O)N([C@H](C)CO)C[C@H]1C,-7,-1,-0.5,2,7,-1,1,5
CCN1CCN(c2oc(-c3ccccc3)nc2S(=O)(=O)c2ccc(C)cc2)CC1,6,/,0.0,-3,-3,-2,-2,2
COc1ccc(-c2nn(-c3ccccc3)cc2C(=O)NC(=S)NNC(=O)c2ccncc2)cc1,20,10,-0.2,26,-2,0,0,2
C=CCNC(=S)N1CCN(CCN=CC2=C(O)CC(c3ccc(Cl)cc3)CC2=O)CC1 (stereo unspecified),1,/,0.0,-2,-4,0,-2,-2
CS(=O)(=O)N1CC(=O)N2[C@H](CO)[C@H](c3ccc(C#Cc4ccccc4)cc3)[C@@H]2C1,/,-4,0.2,-3,4,/,-4,0
COc1ccc2[nH]cc(CCNS(=O)(=O)c3ccc(F)cc3)c2c1,4,-6,0.0,-7,-18,0,4,-7
COc1ccccc1N1CCN(C(=O)/C=C/c2ccc3c(c2)OCO3)CC1,19,-7,/,0,/,2,/,/
CC(C)CC#Cc1cnc2c(c1)C(=O)N([C@@H](C)CO)C[C@H](C)[C@@H](CN(C)S(C)(=O)=O)O2,12,/,3.4,9,8,-9,-5,0
O=C(Nc1ccc(Cl)c(C(F)(F)F)c1)C1Cc2c(-c3ccccc3Oc3ccccc3)ccnc2O1 (stereo unspecified),1,/,-0.1,3,-3,-2,-4,/
CC(C)=NN1C(=O)c2ccccc2NC1(C)C,/,7,0.4,/,5,/,-4,11
C=CCNC(=S)Nc1ccccc1-c1nnc2n1CCCCC2,-1,8,0.4,6,-22,0,-3,0
CCN(CC(=O)Nc1cc(Cl)ccc1C)C(=O)C1CCN(c2ncnc3sc(C)c(C)c23)CC1,-12,1,-0.1,/,-6,1,-3,/
CCOc1cc2c(C)cc(=O)oc2cc1Cl,-36,14,/,-3,-2,-1,3,-2
Oc1ccc2ccccc2c1C=Nc1ccccc1,11,16,0.3,-5,0,-3,-1,-3
O=C(CCCC(=O)N(CC(=O)NC1CCCC1)Cc1ccccc1)Nc1ccccn1,9,-9,/,-3,/,-1,/,/
C[C@H](NC(=O)C[C@@H]1C=C[C@H](NC(=O)c2cccnc2)[C@H](CO)O1)c1ccccc1,-4,-11,0.3,14,-1,-5,9,1
Cc1oc2c(C)c3oc(=O)c(CCC(=O)N4CCC(C(=O)NCCC(=O)O)(c5ccccc5)CC4)c(C)c3cc2c1C,/,/,0.1,7,-4,/,-1,-2
C[C@H](CO)N1C[C@H](C)[C@@H](CN(C)Cc2ccccc2)Oc2ccc(N(C)C)cc2CC1=O,41,-23,0.3,-4,-2,1,0,-3
CSc1ccc(S(=O)(=O)N2CCC(C(=O)N3CCOCC3)CC2)cc1,/,0,0.0,-9,-3,0,8,-3
COc1ccc(C(=O)COC(=O)CN2C(=O)C3C4C=CC(C5CC45)C3C2=O)cc1 (stereo unspecified),/,/,0.3,-22,-3,/,4,-2
O=C(CN1CCOCC1)NCC[C@H]1CC[C@@H](NC(=O)c2ccc3c(c2)OCO3)[C@@H](CO)O1,9,-12,-0.1,-17,-34,-4,-2,0
O=[N+]([O-])c1cc([N+](=O)[O-])c(Oc2cncc(Cl)c2)cc1NN1CCCCC1,-3,/,0.0,-7,1,1,5,5
O=C(C1CCN(S(=O)(=O)N2CCOCC2)CC1)N1CCOCC1,12,-20,/,16,0,0,-1,1
COc1ccc(CNC(=O)CSc2nnnn2C)cc1OC,/,/,0.4,-76,-4,/,0,1
CCN1[C@H](C(=O)N(C)C)[C@@H](CO)[C@@H]2Cn3c(ccc(-c4cccc(C(=O)N(C)C)c4)c3=O)[C@@H]21,-4,/,0.8,14,-5,-1,0,-3
Cc1cccn2cc(-c3ccc(NC(=O)Cc4ccccc4)cc3)nc12,-13,-23,0.1,-20,1,-7,7,5
C[C@@H]1CN([C@@H](C)CO)C(=O)c2c(c3ccccc3n2C)-c2ccccc2CO[C@@H]1CN(C)S(=O)(=O)c1ccc([N+](=O)[O-])cc1,/,-8,0.0,9,-1,/,-8,6
C[C@H](O)C#Cc1ccc2c(c1)O[C@H](CN(C)C(=O)C1CC1)[C@H](C)CN([C@H](C)CO)S2(=O)=O,35,-13,-0.6,0,-7,70,3,5
C[C@@H]1CN([C@H](C)CO)C(=O)c2cccc(NC(=O)C3CCCCC3)c2O[C@H]1CN(C)C(=O)Nc1ccccc1,25,-1,-0.5,20,-4,2,0,-2
COc1cccc(NC(=O)Cc2nnc(SCC(=O)NC3=NCCS3)n2C)c1,-1,/,0.0,9,-2,/,-1,0
CCN(CC)CCCNC(=O)c1cc2c(-c3cccc(OC)c3)nn(C)c2s1,-9,/,-0.1,8,-2,0,1,-21
CN(C)c1ccc2nc3c(=O)[nH]c(=O)nc-3n(CC(O)C(O)C(O)CO)c2c1 (stereo unspecified),8,/,0.0,1,?,0,6,3
CC(C)NC(=O)COc1coc(CN2CCN(c3cccc(Cl)c3)CC2)cc1=O,-1,4,0.3,7,0,/,0,-3
C[C@@H]1CN([C@@H](C)CO)C(=O)c2cc(NC(=O)Cc3ccccc3)ccc2O[C@@H](C)CCCCO[C@@H]1CN(C)C(=O)Nc1cccc2ccccc12,32,-12,-0.1,10,3,3,1,4
COc1ccc(-n2nnnc2SCC(=O)Nc2ccc(OC)cc2OC)cc1,-3,-18,0.2,11,2,-2,-2,/
Cc1ccc(C(=O)N/C(=C\c2ccc(C)o2)C(=O)O)cc1,/,3,-0.1,-5,-3,-5,-3,2
Cc1ccnc(NC(=O)c2cccc(S(=O)(=O)N3CCN(c4ccccc4)CC3)c2)c1,-1,/,0.3,?,-7,-1,7,-2
CCSc1ccccc1C(=O)Nc1ccc([N+](=O)[O-])cc1OC,/,3,0.0,-14,-1,/,1,-4
Cc1noc(C)c1NC(=O)Nc1cccc2c1O[C@H](CN(C)S(=O)(=O)c1cn(C)cn1)[C@H](C)CN([C@@H](C)CO)C2=O,19,-2,0.0,-3,3,0,2,-1
CCSC1=NCCN1S(=O)(=O)c1ccc(Cl)cc1,/,/,0.0,/,18,/,-2,-2
CCc1ccc(CN2CC(C(=O)O)CC2=O)cc1 (stereo unspecified),10,3,/,/,-5,2,-2,-1
COc1cccc(-c2cn(CC[C@H]3CC[C@@H](NC(C)=O)[C@@H](CO)O3)nn2)c1,-3,-5,-0.2,-26,-4,-1,1,-5
COc1ccc(C[C@H]2CCn3cc(nn3)COC[C@H](c3ccccc3)NC2=O)cc1,/,/,0.3,3,-9,5,3,2
Cc1ccc(NC(=O)c2c(C)nn(-c3ccccc3)c2Cl)cc1,0,/,0.0,-38,-3,-4,2,-4
Cc1ccc(COc2ccccc2C(=S)N2CCCC2)cc1,5,-20,0.1,-15,-3,15,-1,0
# Continuation:
SMILES,Statin myotox sup,PGC1a acetyl inh,XiGFP reactiv,LGR2 antag,S100A4 MyoIIA,Cneo AK release,ERAP1 HTS inh,SIRT5 block
COc1ccc(NC(=O)c2cc3ccccc3oc2=O)c(OC)c1,-12,/,0.2,-34,-1,-2,4,7
O=C(NC1=NCCS1)c1cccc(S(=O)(=O)N2CCOCC2)c1,0,/,-0.1,7,2,-1,0,-3
O=C(CN1C(=O)c2ccc([N+](=O)[O-])cc2C1=O)Nc1ccccc1N1CCCC1,3,/,-0.1,-22,4,-4,-1,-1
O=C(CCc1ccccc1)N1CCCC1,-3,-2,0.3,3,-1,5,/,-5
Cc1cc(C(=O)N2CCN(CCc3ccccc3)CC2)no1,-7,-2,/,7,-3,-1,1,1
CCCC#Cc1cnc2c(c1)C(=O)N([C@@H](C)CO)C[C@H](C)[C@H](CN(C)C(=O)Nc1c(C)noc1C)O2,10,4,-0.8,-5,-1,-1,5,0
CC(CCC(=O)O)C1CCC2C3CCC4C[C@H](O)CCC4(C)C3CC(=O)C12C (stereo partly specified),-14,1,0.2,-3,-1,2,-4,-5

# Quoted from the listing.
# `COc1ccc(CNC(=O)CSc2nnnn2C)cc1OC` in SIRT5 block is listed with 1
# `COc1ccc(-c2nn(-c3ccccc3)cc2C(=O)NC(=S)NNC(=O)c2ccncc2)cc1` in SIRT5 block is listed with 2
# `CSc1ccc(S(=O)(=O)N2CCC(C(=O)N3CCOCC3)CC2)cc1` in SIRT5 block is listed with -3

# An excerpt (hit frequency here may not be typical).
